G9a block: qHTS Assay for Inhibitors of Histone Lysine Methyltransferase G9a; G9a H3K9 monomethylation, AlphaScreen, 2 h; Histone-lysine N-methyltransferase EHMT2 (Homo sapiens), Q96KQ7; 350,000 tested, 8.8% active; Potency, µM (series often up to 102 µM), for the others: at the highest dose activity, negative = inhibition, hits mostly inhibitors; also: potency is read from the fitted curve at half-maximal effect; % is scaled to controls: 0 for no effect and ±100 for the full control effect; nearly all actives have a fitted effect of over 75% in size
Target sequence (Q96KQ7 913-1193 limits assumed): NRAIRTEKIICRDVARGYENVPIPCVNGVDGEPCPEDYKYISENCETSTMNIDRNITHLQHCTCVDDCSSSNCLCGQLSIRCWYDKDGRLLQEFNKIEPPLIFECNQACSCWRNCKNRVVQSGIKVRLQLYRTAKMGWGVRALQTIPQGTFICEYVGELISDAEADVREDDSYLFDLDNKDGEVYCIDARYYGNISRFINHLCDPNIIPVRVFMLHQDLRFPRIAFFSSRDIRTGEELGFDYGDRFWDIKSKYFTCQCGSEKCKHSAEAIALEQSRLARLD
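Quantitative HTS format: methyltransferase activity on a biotin-tagged H3K9 peptide is measured by AlphaScreen, using a rabbit anti-monomethyl-H3K9 antibody with streptavidin donor and anti-IgG acceptor beads. Final levels are 20 nM enzyme, 500 nM peptide, 20 uM SAM; 2 h RT.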
HP1b chromo inh: HTS for Inhibitors of HP1-beta Chromodomain Interactions with Methylated Histone Tails | Potency, µM (doses to about 114 µM), without a hit: top-dose activity change, negative = inhibition, actives largely listed as inhibitors | 390,000 tested, 0.56% active | AlphaScreen HP1-beta / biotin-H3K9me3 peptide binding | Chromobox protein homolog 1 (Homo sapiens), P83916; also: potency is read from the fitted curve at half-maximal effect; nearly all actives have a fitted effect of over 70% in size; inactives centre near 23
Target sequence (P83916 whole entry, looked up): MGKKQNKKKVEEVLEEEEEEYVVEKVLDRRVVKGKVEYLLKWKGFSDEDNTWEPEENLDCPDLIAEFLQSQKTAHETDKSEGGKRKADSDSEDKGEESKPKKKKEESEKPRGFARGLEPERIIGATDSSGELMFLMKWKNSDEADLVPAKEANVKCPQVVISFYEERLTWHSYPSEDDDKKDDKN
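Compound inhibition of the preformed complex between 50 nM HP1-beta and 50 nM biotinylated H3K9me3 peptide was read by AlphaScreen. Buffer was PBS pH 7.4 with 0.01% Tween-20. Incubations ran 30 min at room temperature, with 10 ug/mL donor/acceptor beads.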
BAZ2B inh: qHTS Assay for Inhibitors of BAZ2B; Potency, µM (top dose mostly 114 µM), for inactives: at the top dose activity change, negative = inhibition, actives largely listed as inhibitors; 360,000 tested, 4.4% active; Bromodomain adjacent to zinc finger domain protein 2B (Homo sapiens), Q9UIF8; AlphaScreen BAZ2B-H3K14Ac peptide displacement; AID 504333, 2011; also: potency is read from the fitted curve at half-maximal effect; % is scaled to controls: 0 for no effect and ±100 for the full control effect; nearly all actives have a fitted effect of over 60% in size
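Complex of BAZ2B and biotin-H3K14Ac (50 nM apiece) forms over 30 min at RT, then faces library compounds up to 110 uM for another 30 min; AlphaScreen beads added, 20 min dark incubation, luminescence read.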
GLS inhibitor: qHTS for Inhibitors of Glutaminase (GLS). Glutaminase kidney isoform, mitochondrial (Homo sapiens), O94925. GLS enzymatic activity, qHTS titration. Potency, µM (top dose mostly 45.5 µM), for inactives: top-dose activity change, negative = inhibition, usual class: inhibitors. 410,000 tested, 0.21% active. AID 624170, 2012; also: potency is read from the fitted curve at half-maximal effect; % is scaled to controls: 0 for no effect and ±100 for the full control effect
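hKGA in 45 mM KH2PO4 pH 8.2, 0.02% Tween-20 with pin-transferred compounds; 1 mM L-glutamine (stock) plus glutamate oxidase/HRP/Amplex Red coupling added. Fluorescence read initially and after 30 min at RT.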
Tb PGK inh: qHTS Assay to Find Inhibitors of Phosphoglycerate Kinase. AID 602233, 2012. Potency, µM (titrated, usually from 57.5 µM), for inactives: at the highest dose activity change, negative = inhibition, hits mostly inhibitors. PGK/GAPDH coupled, Kinase-Glo luminescence, 60 min. 380,000 tested, 0.043% active. Phosphoglycerate kinase, glycosomal (Trypanosoma brucei brucei), P07378; also: potency is read from the fitted curve at half-maximal effect; % is scaled to controls: 0 for no effect and ±100 for the full control effect; nearly all actives have a fitted effect of over 60% in size
Target sequence (P07378 whole entry, looked up): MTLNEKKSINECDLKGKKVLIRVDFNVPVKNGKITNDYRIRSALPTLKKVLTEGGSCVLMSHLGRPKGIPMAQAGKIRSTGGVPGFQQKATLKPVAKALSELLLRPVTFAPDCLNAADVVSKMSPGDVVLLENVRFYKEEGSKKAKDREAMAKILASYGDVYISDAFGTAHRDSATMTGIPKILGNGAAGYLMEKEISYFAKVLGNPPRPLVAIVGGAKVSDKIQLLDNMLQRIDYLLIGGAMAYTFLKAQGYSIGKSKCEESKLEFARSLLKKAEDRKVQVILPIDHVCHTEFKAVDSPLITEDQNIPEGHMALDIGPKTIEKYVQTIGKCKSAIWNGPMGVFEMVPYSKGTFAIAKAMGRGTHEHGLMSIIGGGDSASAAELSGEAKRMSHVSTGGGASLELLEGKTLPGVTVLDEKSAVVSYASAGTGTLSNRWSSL
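Recombinant glycosomal PGK reaction used 1,3-bisphosphoglycerate generated in-well by GAPDH (100nM final) in 100mM TEA pH 7.6, 5mM MgCl2, 0.01% Tween-20. After 60 minutes at room temperature, ATP was read by Kinase-Glo Plus luminescence end-point.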
PI4K2A block: qHTS for small molecular inhibitors of PI4K2A. activity change, negative = inhibition, % at 76.9 µM. AID 1346378, 2018. 420,000 tested, 0.13% active. Phosphatidylinositol 4-kinase type 2-alpha (Homo sapiens), Q9BTU6. purified PI4K2A, ADP-Glo luminescence, 1 h; hits give low values; in the data active = activity change below about -50%; inconclusive = mostly about -30% to -49%;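 also: -100% = wells without enzyme as full effect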
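PI4K2A activity was measured by ADP-Glo luminescence: enzyme (4 ug/mL stock) and phosphatidylinositol (1.2 mM stock) in Tris pH 7.5/MgCl2/EGTA/Triton X-100 buffer were reacted with ATP (300 microM stock) for one hour at ambient temperature.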
Pin1 inh: qHTS Assay to Find Inhibitors of Pin1; Pin1 FP peptide displacement, HiFluor488, 10 min; Potency, µM (titrated, usually from 115 µM), inactives show top-dose activity, negative = inhibition, usual class: inhibitors; 390,000 tested, 0.009% active; active = well fitted inhibition curve with a large enough effect in the polarisation, with a control signal flat, not every such curve was filed as active; inconclusive = small, poorly fitted or top-dose-only effect, or effect the other way, or a change in a side signal; inactive = no such curve, though single readings can be large or run the other way; the % refers to the polarisation; also: potency is read from the fitted curve at half-maximal effect; % is scaled to controls: 0 for no effect and ±100 for the full control effect
JMJD2A Tudor inh: qHTS Assay for Inhibitors of JMJD2A-Tudor Domain; AlphaScreen JMJD2A-Tudor / H3K4me3 peptide binding; Potency, µM (titrated, usually from 114 µM), for the others: at the top dose activity change, negative = inhibition, hits mostly inhibitors; 390,000 tested, 4.4% active; AID 504339, 2011; Lysine-specific demethylase 4A (Homo sapiens), O75164; also: potency is read from the fitted curve at half-maximal effect; % is scaled to controls: 0 for no effect and ±100 for the full control effect; nearly all actives have a fitted effect of over 50% in size
ERG-DNA inh: qHTS for Small Molecule Inhibitors of the ERG Ets/DNA interaction; Transcriptional regulator ERG (Homo sapiens), P11308; fluorescence polarization, His-ERG Ets domain / labelled DNA; Potency, µM (series often up to 76.9 µM), inactives show top-dose FP activity, negative = inhibition, usual class: inhibitors; 370,000 tested, 0.028% active; active = well fitted inhibition curve with a large enough effect in the polarisation, with a control signal flat; inconclusive = small, poorly fitted or top-dose-only effect, or effect the other way, or a change in a side signal; inactive = no such curve, though single readings can be large or run the other way; the % refers to the polarisation;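 also: polarization taken with two DNA probes labelled with fluorescein and Texas red; potency is read from the fitted curve at half-maximal effect; % of control where 0% means no effect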
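His-tagged ERG Ets domain (1 uM in the protein solution; 300mM KCl, 50mM Tris-HCl, 1mM EDTA, 1mM DTT, pH 7.5) received compound, then a probe mix of 5 nM fluorescein-DNA and 100nM Texas-615-DNA. Fluorescence polarization was read for both dyes.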
Numbers without * were called inactive; i = inactive; ? = inconclusive; / = no result given; [ ] = dose if it differs, or a comment. Unless noted, calls follow the shape of the dose curve; as a rule, active = well fitted curve in the direction sought with a large enough effect; inconclusive = small, poorly fitted or top-dose-only effect, or another doubt; inactive = no such curve, though single readings can be large; an effect the other way counts as inactive or inconclusive.

Each structure is followed by: G9a block | HP1b chromo inh | BAZ2B inh | GLS inhibitor | Tb PGK inh | PI4K2A block | Pin1 inh | JMJD2A Tudor inh | ERG-DNA inh
- Cc1ccccc1-n1c(=O)n(Cc2ccccc2)c(=O)c2[nH]cnc21
    20.7%[59 µM] | 12.1% | -1.3% | -5.4% | -2.6% | -8.0 | 6.9% | 0.4% | 5.8%
- CCN(C(=O)CSc1nnc(NCc2ccccc2)s1)C1CCS(=O)(=O)C1 (stereo unspecified)
    9.5%[59 µM] | 71.3%[activator] | -1.4% | 2.7% | -0.4% | -2.9 | -2.2% | -5.1% | -6.3%
- Cc1ccccc1/C(N)=N/O
    16.0%[59 µM] | 14.6% | -0.5% | 20.3% | -9.3% | -4.2 | 2.3% | 10.3% | -4.5%
- Cc1cc(C(=O)NCCCc2ccccc2)no1
    7.9%[59 µM] | 34.0%[activator] | -0.4% | 0.8% | i | 1.1 | 1.1% | -13.9% | -2.1%
- COc1cc(NC(=O)[C@H]2CSCN2C(=O)[C@@H]2CCC(=O)N2)cc(OC)c1OC
    20.1% | 37.4%[activator] | 5.4% | -4.2% | i | -0.5 | -7.2% | -20.6% | 3.8%
- Cc1cc2nc(-c3cccc(NC(=O)c4cccc5ccccc45)c3)oc2cc1C
    9.6%[59 µM] | 37.8% | -1.0% | 2.6% | -4.6% | -8.7 | -2.4% | -7.5% | 0.5%
- CC1=[N+]([O-])C(C)(C)CC(C)(C)c2ccccc21
    ? | 22.5% | ? | 4.2% | -5.1% | -6.8 | -1.0% | -9.8% | 0.3%
- COc1cc(/C=N/n2c(-c3cc(C)[nH]n3)n[nH]c2=S)cc(OC)c1OC
    2.51µM* | -21.9% | -32.4% | ? | -2.0% | -1.0 | -16.0% | 1.41µM* | -0.8%
- O=C(NCCN1CCOCC1)c1cc(-c2ccccc2Cl)nc2ccccc12
    22.2% | 29.7% | -0.7% | 1.0% | -7.7% | 1.8 | -8.8% | -11.0% | -4.4%
- C/C(=N\Oc1cccc(F)n1)c1ccc(Cl)cc1Cl
    111.2%[activator][59 µM] | 213.1%[activator] | 155.5%[activator] | 0.5% | -3.1% | -1.1 | -6.4% | 110.9%[activator] | -4.2%
- COc1ccccc1C(=O)Nc1nc2nc(C)cc(=O)n2[nH]1
    -27.5%[59 µM] | 6.3% | -3.3% | -8.6% | -2.3% | -10.5 | -9.7% | -29.6% | -2.7%
- Cc1ccc(C(=O)NNC(=O)C2CCN(S(=O)(=O)c3ccc(Cl)cc3)CC2)cc1
    7.4%[59 µM] | 8.0% | -0.2% | 12.1% | 6.1% | -0.7 | 8.0% | -11.0% | /
- CC(=O)Nc1ccc(C(=O)OCc2ccc(F)cc2)cc1
    / | 4.0% | -3.1% | 10.4% | -4.7% | 4.0 | 0.2% | -0.7% | -8.1%
- C#Cc1ccc([C@H]2C=C(C(=O)N3CCN(Cc4ccc5c(c4)OCO5)CC3)O[C@@H](OCc3ccc(CO)cc3)C2)cc1
    -13.1%[59 µM] | 13.0% | ? | -8.9% | 3.3% | -12.3 | 36.5%[activator] | ? | -0.7%
- COc1ccc(-c2nn(-c3ccccc3C)cc2CNCc2cccnc2)cc1F
    -3.7% | 18.9% | -21.4% | -8.3% | 4.2% | -0.1 | -4.9% | -5.8% | 12.9%
- O=C(c1cc(COc2ccc3ncccc3c2)on1)N1CCCCCC1
    ? | 41.2%[activator] | -15.2% | -16.8% | -6.2% | 12.5 | -1.8% | -5.5% | 2.6%
- Cc1oc(-c2ccc(Cl)cc2)nc1CS(=O)CC(=O)NCCN1CCCCCC1 (stereo unspecified)
    ? | 9.3%[57 µM] | 0.8% | 4.0% | -3.0% | 5.7 | 11.8% | -20.7% | 9.8%
- Cc1cc2n(n1)C(c1c[nH]c3ccccc13)Nc1ccccc1-2 (stereo unspecified)
    ? | 38.2% | -3.0% | 2.8% | -1.0% | 3.6 | -0.1% | -27.8% | 1.5%
- COc1ccc(C(C(=O)NC(C)(C)C)N(Cc2ccccc2)C(=O)CCC(=O)Nc2cc(C)on2)cc1 (stereo unspecified)
    ? | 26.4% | -36.7% | -0.9% | -3.7% | -5.1 | -1.4% | -21.8% | 7.9%
- CC1(C)OC(=O)N(Cc2ccco2)C1(C)O (stereo unspecified)
    ? | 41.3%[activator] | 9.3% | -0.7% | -9.5% | -2.1 | -2.5% | 6.0% | -12.4%
- COc1ccc(-c2nc(-c3ccccc3)c(-c3ccc(F)cc3)[nH]2)c(OC)c1C
    ? | -12.1% | 25.1µM* | -5.0% | -2.5% | -1.5 | ? | ? | -0.8%
- Cc1cc(F)ccc1S(=O)(=O)N(CC(=O)N1CCOCC1)CC(=O)N1CCOCC1
    / | 34.2%[57 µM] | / | -3.7% | -2.2% | 0.6 | -1.5% | -0.7% | 2.0%
- COc1ccc2cc(OC)c(C(=O)N3CCOCC3)cc2c1
    -13.5%[12.7 µM] | 27.1% | -15.6% | 12.0% | 0.3% | 1.1 | -2.1% | 2.4% | 6.5%
- Fc1ccc(N2CCN(c3ncnc4onc(-c5ccc(Cl)cc5)c34)CC2)cc1
    4.3%[59 µM] | 32.9% | -17.3% | 8.1% | -3.9% | 0.7 | 7.5% | -17.5% | 4.2%
- Cc1nnc(SCC(=O)Nc2nsc(-c3ccc(Cl)cc3)n2)s1
    -12.4% | 22.6% | 4.3% | -16.0% | -22.5% | 1.8 | 6.8% | -12.7% | -4.9%
- CCN(CC)CCNC(=O)c1ccc(NC(=O)/C=C/c2cc(OC)c(OC)c(OC)c2)cc1
    8.6% | 14.1% | -7.4% | 16.3% | -1.8% | -2.2 | -18.4% | -17.5% | 7.7%
- CCCCN(C)C(=O)c1cc2c(Cl)nc3ccccc3c2s1
    118.3%[activator] | 82.6%[activator] | 53.5%[activator] | -5.5% | -1.5% | 2.9 | -3.5% | 43.7%[activator] | -3.1%
- Cc1ccc(S(C)(=O)=O)cc1C(=O)OCC(=O)N(Cc1ccccc1)Cc1ccccc1
    -79.6%[12.7 µM] | 37.0% | 3.3% | 0.5% | 8.5% | -2.7 | ? | -7.2% | 1.6%
- CSCC[C@H](NC(=O)Cc1c(C)c2cc3c4c(oc3cc2oc1=O)CCCC4)C(=O)O
    44.7µM* | 31.7% | -9.7% | 1.1% | / | -0.6 | 17.8% | -18.8% | 2.1%
- NS(=O)(=O)c1ccc(NC(=O)CCCCC(=O)Nc2ccc(S(N)(=O)=O)cc2)cc1
    8.6% | 63.3%[activator] | -3.2% | 4.7% | -5.8% | -23.1 | 39.0%[activator] | 89.1µM* | 2.8%
- Cc1ccc(S(=O)(=O)NCCC(=O)NC2CCCCCC2)cc1
    -3.3% | 19.1% | 8.9% | 2.9% | -1.7% | -3.1 | -23.1% | -11.6% | 0.1%
- COc1ccc(NC(=O)CSc2nnc3ccc(-c4cccnc4)nn23)c(OC)c1
    -5.0% | 23.2% | 8.6% | -0.1% | 3.4% | -3.9 | -3.2% | -8.1% | -4.3%
- CCOn1c(=O)c(C)[n+]([O-])c2ccccc21
    7.0%[59 µM] | 38.1%[activator] | -0.7% | -0.1% | i | 7.4 | 0.4% | 0.4% | 10.0%
- O=C(NC(C(=O)O)c1ccccc1)c1ccc(S(=O)(=O)N2CCOCC2)cc1 (stereo unspecified)
    -31.3%[12.7 µM] | 35.5% | 11.3% | -1.3% | -3.0% | 6.9 | -11.5% | -9.5% | -7.3%
- CC(O)CNc1cnccn1 (stereo unspecified)
    -13.1% | 29.8% | -15.4% | 0.0% | i | -3.4 | -5.1% | -11.1% | -8.6%
- Cc1ccc2nc(-c3ccncc3)cc(C(=O)NCc3ccccc3F)c2c1
    ? | 25.1% | -20.1% | -4.5% | -2.9% | 5.3 | 1.7% | -9.6% | -12.9%
- CC(=O)Oc1cccc(N2C(=O)C3C4C=CC(CC4)C3C2=O)c1 (stereo unspecified)
    ? | 23.5% | 1.5% | -7.5% | i | 0.7 | -2.1% | -8.4% | 4.5%
- OC(c1ccccc1)c1nc2ccccc2[nH]1 (stereo unspecified)
    -5.2%[12.7 µM] | 23.8% | -32.1% | 2.2% | -1.1% | 0.1 | -12.6% | -6.1% | -3.4%
- O=C(CCC(=O)N1CCOCC1)c1ccc(F)cc1
    -27.5% | 31.5% | -11.2% | -3.3% | -5.4% | 10.2 | 0.3% | 2.7% | 19.9%

Compound activity (PubChem BioAssay)
